HT1080 cytotoxicity: cytotoxicity in HT1080 fibrosarcoma cells, cell-based, fluorescence readout (AID 620) | HT1080 viability, fluorescence; higher % means a stronger effect | actives 0.42% (n = 87,000) | cytotoxicity, % at 10 µM; hits with a dose series show EC50 in µM;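 note: cells exposed to compound overnight then 4 h with Alamar Blue; 0% = vehicle DMSO and 100% = killing control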
Bfl-1 displacement: Bfl-1 inhibitors, primary screen, biochemical, fluorescence polarization, FITC-Bid, mouse (AID 432). displacement, % at 20 µM; hits with a dose series show IC50 in µM. FITC-Bid BH3 peptide fluorescence polarization displacement; higher % means a stronger effect. actives 0.02% (n = 64,000); in the data active = a potency from the dose series; inactive = the rest, 99 in 100 with displacement below about 15%; note: strong numbers were not always called active
PMK inhibit: S. pneumoniae PMK inhibitors, primary screen, biochemical, mevalonate pathway, pilot trial included. inhibition, % at 10 µM. purified PMK, PK/LDH-coupled NADH absorbance 340 nm. actives 0.49% (n = 65,000). AID 539, 2006. phosphomevalonate kinase (Streptococcus pneumoniae D39);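 active = top-ranked compounds by inhibition in the single 10 µM screen, taking a fixed number of the strongest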;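 note: 0% = full reaction with DMSO carrier and 100% = background rate without enzyme reaction; no value below 0 was filed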
LYP inhibition: LYP phosphatase inhibitors, primary screen, biochemical, DiFMUP fluorescence, recombinant catalytic domain, 10 µM (AID 606); recombinant LYP catalytic domain, DiFMUP fluorescence; higher % means a stronger effect; inhibition, % at 10 µM; hits with a dose series show IC50 in µM; Tyrosine-protein phosphatase non-receptor type 22 (Homo sapiens); 52,000 tested, under 10 active;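 active = IC50 under 40 µM in the dose-response test; inactive = IC50 of 40 µM or more, or never dose-tested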
Spn MK inh: S. pneumoniae MK inhibitors, primary screen, biochemical, PK/LDH-coupled NADH absorbance | actives 0.48% (n = 65,000) | purified MK, PK/LDH-coupled NADH absorbance 340 nm | inhibition, % at 10 µM | mevalonate kinase [Streptococcus pneumoniae D39];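 active = ranked among the strongest by inhibition in the single 10 µM screen, a fixed top-ranked set picked for dose follow-up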; note: no value below 0 was filed
DPM-DC inhibit: S. pneumoniae DPM-DC inhibitors, primary screen, biochemical, PK/LDH-coupled NADH fluorescence. AID 556, 2006. calls only at 10 µM. purified DPM-DC. actives 0.49% (n = 65,000). diphosphomevalonate decarboxylase (Streptococcus pneumoniae D39);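 active = the 320 compounds with the highest percent inhibition in the single-dose primary screen, excluding strongly autofluorescent ones, cut at about 32% in these data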;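 note: kinetic rate of NADH fluorescence loss reporting ADP formed by the decarboxylase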
TNAP inhibition: human TNAP enzyme inhibitors, biochemical, luminescent (AID 518); Alkaline phosphatase, tissue-nonspecific isozyme (Homo sapiens); actives 0.09% (n = 64,000); purified TNAP enzyme, luminescent substrate readout; higher % means a stronger effect; one-dose inhibition, % at 20 µM; IC50 in µM for titrated hits; in the data active = a potency from the dose series; inactive = the rest, 99 in 100 with inhibition below about 22%;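 note: plate controls were vehicle for no effect and reference inhibitor for full effect; many of its hits are not listed in these tables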
KRASV12 cytotoxicity: cytotoxicity in KRAS-transformed pancreatic duct cells, primary screen, cell-based, fluorescence, HTS (AID 431) | HPDE-C7K KRASV12 cells, Alamar Blue viability, 48 h; higher % means a stronger effect | one-dose cytotoxicity, % at 10 µM; EC50 in µM for titrated hits | actives 1.7% (n = 63,000);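 active = compounds whose percent cytotoxicity in the single-dose primary screen, scaled between solvent and toxic-drug controls, exceeds 50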;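 note: 0% = DMSO solvent wells and 100% = doxorubicin-treated wells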
HPDE-C7 viability: cytotoxicity in HPDE-C7 cells, cell-based, fluorescence, HTS (AID 430) | HPDE-C7 pancreatic duct cells viability, fluorescence; higher % means a stronger effect | actives 1.8% (n = 63,000) | one-dose cytotoxicity, % at 10 µM; EC50 in µM for titrated hits;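 note: cells exposed to compound for 48 hours before viability readout; 0% = vehicle and 100% = reference cytotoxic drug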
PMK inhibit pilot replicates: recorded beside PMK inhibit, whose call it bears; inhibition, %; measured here: pilot screen replicates
Spn MK inh pilot replicates: recorded beside Spn MK inh, whose call it bears; inhibition, %; measured here: pilot screen replicates
DPM-DC inhibit pilot screen %: further read-out of DPM-DC inhibit, marked with its call; inhibition, %; measured here: pilot screen trials
Starred values were filed as active, the others as inactive; i = inactive; · = not tested or not shown. Cut-off read from the data, not from the text of the source, unless noted: active = cytotoxicity above about 50%; inactive = the rest.

SMILES	HT1080 cytotoxicity	Bfl-1 displacement	PMK inhibit	LYP inhibition	Spn MK inh	DPM-DC inhibit	TNAP inhibition	KRASV12 cytotoxicity	HPDE-C7 viability	others
O=C(c1cnc2sccn2c1=O)N1CCCc2ccccc21	5%	-1%	5	0%	5	i	1%	5%	6%
O=C(CCc1ccccc1)Nc1ccc(NC(=O)C2CC2)nc1	-2%	0%	8	·	0	i	11%	7%	-8%
Cn1c(=O)c2c(n(C)c1=O)=NC1(CCCCC1)N=2	-2%	3%	10	4%	8	i	5%	-12%	5%
CNS(=O)(=O)c1cccc(C(=O)NCC(c2cccs2)N(C)C)c1 (centres undefined)	4%	-4%	10	·	11	i	3%	2%	-8%
COc1ccc(C(=O)N2CCN=C2SCc2cccnc2)cc1OC	2%	3%	0	3%	8	i	6%	-4%	-10%
CCCCn1nnnc1NCc1ccc(OC)c(OC)c1OC	-13%	-4%	5	·	7	i	7%	-7%	0%
COc1ccc(-c2nnc(-c3ccc(N)cc3)o2)cc1	12%	0%	4	-25%	8	·	4%	-5%	2%	PMK inhibit pilot replicates=0.0;Spn MK inh pilot replicates=0.0
CC1Cc2ccccc2N1C(=O)Cn1nnc(-c2ccccc2NC(=O)C2CCC2)n1 (centres undefined)	2%	-2%	20	24%	0	i	9%	-2%	-11%
CC(=O)c1ccc(N2C(=O)NC3(CCCCC3)C2=O)cc1	-6%	-8%	19	-15%	5	i	10%	14%	8%
CCOC(=O)CNC(=O)CSc1ncnc2c1cnn2-c1ccc(Cl)cc1	28%	-3%	11	10%	16	i	-9%	-17%	-18%
Cc1nnc(NC(=O)c2ccc(C)c(S(=O)(=O)N3CCCCCC3)c2)s1	1%	4%	10	-3%	7	i	5%	5%	5%
COC(=O)c1[nH]c2cc(OC)ccc2c1NC(=O)CCN1CCN(Cc2ccc3c(c2)OCO3)CC1	21%	-3%	6	11%	5	i	9%	-7%	-21%
Cc1cccc(OCC2=NS(=O)(=O)c3ccccc3N2)c1	-2%	-1%	10	·	5	i	2%	3%	-5%
Cn1cccc1Cc1nnc(SCC(=O)NC2CCCCC2)n1-c1ccc(F)cc1	-1%	0%	8	-6%	5	i	14%	-4%	-11%
CC1CCCN(C(=O)CN2C(=O)c3ccccc3C2=O)C1 (centres undefined)	-3%	3%	9	·	2	i	10%	-3%	-26%	PMK inhibit pilot replicates=0.5;Spn MK inh pilot replicates=3.0;DPM-DC inhibit pilot screen %=0.0
CCC(=O)N1CCc2cc(S(=O)(=O)NCCCN3CCN(Cc4ccccc4)CC3)ccc21	·	12%	16	-2%	0	i	8%	7%	-8%
CCOC(=O)CSc1nnc(CSc2nc(N)c3c(C)c(C)sc3n2)n1-c1ccccc1	·	-2%	0	·	0	i	2%	3%	-22%
CCCOCC1CC2(SC(=Nc3ccc(C)cc3)NC2=O)C(=O)O1 (centres undefined)	0%	-3%	0	6%	0	i	18%	-12%	-4%
N#CC1=C(SCc2ccccc2)NC(=O)CC1c1ccc(O)cc1 (centres undefined)	-7%	·	6	14%	5	i	·	·	·
C=CCNC(=O)C1CCCN(S(C)(=O)=O)C1 (centres undefined)	·	8%	28*	13%	0	i	17%	-8%	-10%
CCOCC(=O)Nc1cccc(Br)c1	9%	-6%	9	2%	5	i	3%	-18%	1%
COc1ccc(OC)c(S(=O)(=O)N2CCN(c3c(C)cccc3C)CC2)c1	·	3%	2	4%	3	i	13%	26%	16%	PMK inhibit pilot replicates=4.5;Spn MK inh pilot replicates=0.5;DPM-DC inhibit pilot screen %=1.0
O=C(Nc1cccc2ncccc12)c1cc2ccccc2o1	4%	3%	0	11%	0	i	2%	2%	-10%
COc1cc(C(=O)N(Cc2ccccn2)CC2CCCO2)cc(OC)c1OC (centres undefined)	12%	-5%	17	8%	0	i	11%	-11%	14%
CCOC(=O)C1CCCN(S(=O)(=O)c2cccc3cccnc23)C1 (centres undefined)	11%	-3%	6	-6%	4	i	1%	15%	10%
COc1ccc(CC(NC(C)=O)C(=O)NC2CCN(C(=O)NCc3ccccc3)CC2)cc1OC (centres undefined)	-5%	-3%	13	2%	0	i	6%	5%	-2%
CC(C)(C)C1CCc2nc(NC(=O)Cc3cn4ccsc4n3)sc2C1 (centres undefined)	-1%	-2%	9	-7%	0	i	6%	52%*	57%*
CN(C)S(=O)(=O)c1ccc2c(c1)c(=O)c(C(=O)N1CCN(c3ccccn3)CC1)cn2C	0%	4%	0	1%	7	i	2%	5%	1%
Cc1nc(NC(=O)CCC(=O)O)sc1C(=O)N(C)C	11%	-8%	10	12%	9	i	-1%	9%	6%
O=C(Nc1c(C(=O)N2CCCC2)cnn1-c1ccccc1)c1cccc(F)c1	-3%	-5%	12	-2%	6	i	4%	1%	-3%
O=C(c1cccs1)N(CCO)Cc1cc2cc3c(cc2[nH]c1=O)OCCO3	6%	0%	1	·	0	i	0%	-1%	5%
O=C(NCc1ccccn1)c1cn(Cc2ccccc2)nn1	5%	-1%	9	·	11	i	6%	-7%	0%
C=C(C)c1ccc(C(C)(C)NC(=O)N2CCN(C)CC2)cc1	-5%	-2%	0	-4%	1	i	5%	-3%	-2%
COCCCNC(=O)c1cc2c(-c3ccc(Cl)cc3)nn(C)c2s1	-1%	-5%	0	7%	1	·	3%	-13%	-2%
CCOC(=O)C1CCCN(Cc2cc(Br)c(OC)cc2OC)C1 (centres undefined)	1%	1%	0	15%	50*	i	6%	3%	0%
CCN(CC)CCCNC(=O)c1cc(-c2ccc(O)cc2)on1	-2%	8%	2	6%	3	i	10%	3%	6%
CC(C)NC(=O)CCCc1ccccc1	14%	-6%	5	-6%	3	i	7%	-22%	-10%
CC(C)(C)c1nc2ccccc2c2nnc(SCC(=O)NCc3ccco3)n12	0%	0%	13	3%	2	i	4%	4%	1%
Cc1cc(C)n(-c2cc(N3CCOCC3)nc(-c3ccccc3)n2)n1	-2%	-5%	11	-4%	3	i	10%	-6%	-23%	PMK inhibit pilot replicates=6.0;Spn MK inh pilot replicates=1.0;DPM-DC inhibit pilot screen %=3.5
CCNC(=O)c1c(O)c2cccc3c2n(c1=O)CC3	5%	1%	8	3%	10	i	10%	1%	-4%
COc1cccc(S(=O)(=O)Nc2ccc3sc(C)nc3c2)c1	·	-2%	18	·	1	i	9%	25%	13%
O=C1c2ccccc2C(=O)N1CC1=CCS(=O)(=O)C1	1%	-10%	13	·	9	i	0%	-8%	-9%
CC(C)OC(=O)CCC(=O)Nc1nc2ccccc2s1	-1%	0%	0	6%	8	i	5%	-10%	-10%
CC(=O)Nc1cccc(C(=O)N2CCN(Cc3ccccc3)CC2)c1	-2%	2%	13	3%	1	i	5%	3%	-4%
CCCCc1cc(O)c(CCCC)c(O)c1	17%	-5%	11	-4%	14	i	10%	9.8µM*	8.9µM*

The final 2 compounds of the section above are carried over, then new ones follow:
SMILES	HT1080 cytotoxicity	Bfl-1 displacement	PMK inhibit	LYP inhibition	Spn MK inh	DPM-DC inhibit	TNAP inhibition	KRASV12 cytotoxicity	HPDE-C7 viability	others
CC(=O)Nc1cccc(C(=O)N2CCN(Cc3ccccc3)CC2)c1	-2%	2%	13	3%	1	i	5%	3%	-4%
CCCCc1cc(O)c(CCCC)c(O)c1	17%	-5%	11	-4%	14	i	10%	9.8µM*	8.9µM*
O=C(NCc1ccco1)c1c(O)c2cccc3c2n(c1=O)CCC3	5%	-8%	12	6%	7	i	6%	6%	-4%
COc1ccccc1NC(=O)c1nnn(CC(=O)Nc2ccccc2)c1N	4%	-8%	8	·	0	i	10%	13%	21%	PMK inhibit pilot replicates=5.5;Spn MK inh pilot replicates=0.0;DPM-DC inhibit pilot screen %=0.0
O=C(Nc1ccc2c(c1)OCO2)N1CCN(c2ncccn2)CC1	7%	-4%	12	-14%	8	i	21%	17%	7%	PMK inhibit pilot replicates=6.0;Spn MK inh pilot replicates=0.0;DPM-DC inhibit pilot screen %=0.0
COC(=O)C1=C(C)n2cnnc2NC1c1ccc(Cl)cc1 (centres undefined)	3%	2%	15	13%	0	i	9%	6%	1%
O=CN1CCC(=O)N(Cc2ccccc2)c2ccccc21	3%	1%	15	·	5	i	2%	2%	11%
CCCC(C)(C)NC(=O)CCCCC(=O)NC(C)(C)CCC	-10%	-7%	10	8%	10	i	14%	7%	0%
CCOC(=O)CSc1nnc(-c2ccc(Cl)cc2Cl)o1	-3%	-4%	7	4%	i	i	17%	-13%	5%	PMK inhibit pilot replicates=3.5;Spn MK inh pilot replicates=0.0;DPM-DC inhibit pilot screen %=1.5
O=C(NCc1cccs1)c1cnc2sccn2c1=O	·	1%	1	-1%	11	i	16%	2%	5%
O=C(c1ccc2c(=O)n(CC3CCCO3)c(=S)[nH]c2c1)N1CCN(c2ccccc2)CC1 (centres undefined)	-3%	-8%	14	6%	4	i	-1%	3%	-9%
CCC(=O)Nc1nc(C)nc(C)c1C(C)=O	9%	-2%	0	2%	4	i	6%	-23%	-6%
O=C(Cn1nnc2ccccc2c1=O)Nc1ccc2c(c1)CCC2	-7%	-7%	15	6%	2	i	6%	4%	0%
Cc1c(C(=O)N2CCN(C)CC2)oc2c1C(=O)CC(C)(C)C2	·	-1%	5	12%	11	i	5%	-41%	-29%
O=C1CC(c2ccco2)CC(O)=C1C=NCC1NCCc2ccccc21 (centres undefined)	-9%	0%	9	·	0	i	-11%	-13%	-5%	PMK inhibit pilot replicates=2.0;Spn MK inh pilot replicates=3.0;DPM-DC inhibit pilot screen %=0.5
Cc1ccc(-c2nn(C)c(=O)c3ccccc23)cc1CO	-3%	5%	4	-2%	6	i	6%	-11%	-1%
Cn1c(=O)[nH]c(=O)c2c1nc(NCCCO)n2Cc1ccc(F)cc1	-3%	-2%	7	7%	11	i	10%	-6%	-6%
Cc1ccc2nnc(Cl)n2n1	3%	1%	14	·	10	i	2%	-33%	-25%
CSc1cccc(NS(=O)(=O)c2ccccc2)c1	13%	0%	0	5%	1	i	8%	30%	6%	PMK inhibit pilot replicates=0.0;Spn MK inh pilot replicates=0.5;DPM-DC inhibit pilot screen %=0.0

Retrieved one by one from the list above (two):
SMILES	HT1080 cytotoxicity	Bfl-1 displacement	PMK inhibit	LYP inhibition	Spn MK inh	DPM-DC inhibit	TNAP inhibition	KRASV12 cytotoxicity	HPDE-C7 viability	others
CSc1cccc(NS(=O)(=O)c2ccccc2)c1	13%	0%	0	5%	1	i	8%	30%	6%	PMK inhibit pilot replicates=0.0;Spn MK inh pilot replicates=0.5;DPM-DC inhibit pilot screen %=0.0
CCCC(C)(C)NC(=O)CCCCC(=O)NC(C)(C)CCC	-10%	-7%	10	8%	10	i	14%	7%	0%

Screens from PubChem BioAssay.

Compounds were not picked by outcome (roughly 3.5% active in at least one column).
